Caspase-1 inhib: allosteric or competitive inhibitors of human caspase-1; Caspase-1 enzyme, Ac-WEHD-AFC fluorogenic rate; P29466; 0.03% of 75,000 active; AID 900; Potency, µM (titrated, usually from 57.5 µM), without a hit: at the top dose activity change, negative = inhibition, actives largely listed as inhibitors;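 also: potency is read from the fitted curve at half-maximal effect; plate controls were vehicle for no effect and no substrate for full effect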
Target sequence (P29466 120-297 limits assumed): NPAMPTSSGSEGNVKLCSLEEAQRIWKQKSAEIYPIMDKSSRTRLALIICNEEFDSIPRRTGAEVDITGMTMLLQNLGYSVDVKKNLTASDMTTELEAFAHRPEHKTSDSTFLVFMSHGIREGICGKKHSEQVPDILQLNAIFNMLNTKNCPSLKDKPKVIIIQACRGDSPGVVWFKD
Target sequence (P29466 317-404 limits assumed): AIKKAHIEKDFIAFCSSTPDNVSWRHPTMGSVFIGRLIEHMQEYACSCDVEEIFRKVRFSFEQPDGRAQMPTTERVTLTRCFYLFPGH
USP2a inhib: USP2a (human) protease inhibition | Potency, µM (titrated, usually from 38.3 µM), for the others: at the highest dose activity change, negative = inhibition, most hits filed as inhibitors | O75604 | AID 927 | USP2a enzymatic assay, qHTS inhibition | 0.1% of 60,000 active;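 also: potency is read from the fitted curve at half-maximal effect; nearly all actives have a fitted effect of over 60% in size; plate controls were DMSO for no effect and NEM full inhibition control for full effect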
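Inhibition is measured in a cell-free coupled assay with 20 nM USP2 core, 20 nM Ub-PLA2 and 20 uM NBD C6-HPC, 2.5 h incubation. Activity normalized to NEM control.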
Casp7 inh: allosteric or competitive inhibitors of human caspase-7; P55210; recombinant caspase-7, Ac-DEVD-AFC fluorescence rate; Potency, µM (top dose mostly 57.5 µM), for the others: at the top dose activity change, negative = inhibition, actives largely listed as inhibitors; 0.02% of 75,000 active; AID 889; active = well fitted inhibition curve with a large enough effect in the main read-out, with a control signal flat, not every such curve was filed as active; inconclusive = small, poorly fitted or top-dose-only effect, or a change in a side signal; also: potency is read from the fitted curve at half-maximal effect; % of control where 0% means no effect
Target sequence (P55210 24-198 limits assumed): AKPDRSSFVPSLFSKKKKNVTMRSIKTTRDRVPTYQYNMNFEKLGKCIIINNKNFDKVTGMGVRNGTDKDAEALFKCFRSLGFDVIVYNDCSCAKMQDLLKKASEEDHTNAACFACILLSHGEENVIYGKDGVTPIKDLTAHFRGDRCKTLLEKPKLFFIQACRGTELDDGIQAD
Target sequence (P55210 207-303 limits assumed): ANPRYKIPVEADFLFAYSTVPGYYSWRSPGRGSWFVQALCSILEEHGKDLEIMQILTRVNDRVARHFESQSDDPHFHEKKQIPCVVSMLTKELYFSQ
A350 fluor: compounds fluorescent in Alexa 350 spectral region; Compound autofluorescence, 340/450 nm, Alexa 350 dye-equivalents; hits give high values; max dye-equivalent concentration, M; 11% of 59,000 active; in the data active = max dye-equivalent concentration above about 10 nM; inconclusive = mostly about 1.1 nM to 9.6 nM
BRCT inh red: inhibitors of human BRCA1 BRCT-phosphoprotein interaction (red fluorophore); AID 892; BRCT-phosphopeptide binding, red fluorescence polarization; 0.03% of 75,000 active; Potency, µM (top dose mostly 76.9 µM), inactives show top-dose activity change, negative = inhibition, actives largely listed as inhibitors; also: % is scaled to controls: 0 for no effect and ±100 for the full control effect
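Fluorescence polarization: 100 nM His-tagged BRCA1 BRCT with 100 nM TAMRA-labelled phospho-BACH1 decapeptide, phosphate buffer pH 7.3 with 150 mM NaCl, DTT, 0.01% Tween 20; 12 min RT. Binding inhibition seen as FP decrease.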
BRCT inh green: blocks human BRCA1 BRCT binding to phosphopeptide, green readout. P38398. BRCA1 BRCT-phosphopeptide binding, green fluorescence polarization. Potency, µM (titrated, usually from 76.9 µM), for inactives: at the highest dose activity change, negative = inhibition, actives largely listed as inhibitors. 0.05% of 75,000 active. AID 875;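 also: potency is read from the fitted curve at half-maximal effect; plate controls were peptide without protein for full effect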
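Fluorescence polarization: His-tagged BRCT (~35 kDa BRCA1 C-terminus, 250 nM) bound to 100 nM fluorescein-labeled phosphorylated 10-aa BACH1 peptide, pH 7.3 phosphate buffer with DTT and Tween 20. Compounds incubated 12 min at room temperature; inhibition read as lowered polarization.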
TexasRed autofl: compound fluoresces in the Texas Red spectral region; Compound fluorescence, Texas Red channel, 547/618 nm; hits give high values; max dye-equivalent concentration, M; 0.06% of 59,000 active; AID 587; in the data active = max dye-equivalent concentration above about 10 nM; inconclusive = between about 1.1 nM and that limit
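Spectral interference profiling: each compound concentration's relative fluorescence, read with a 547 nm excitation and 618 nm emission filter pair, was normalized to a per-plate Texas Red standard curve.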
Fluorescein autfl: compound fluoresces in the fluorescein spectral region; 0.91% of 59,000 active; AID 593; Compound autofluorescence, 480/540 nm, fluorescein-equivalent; hits give high values; max fluorescein-equivalent concentration, M; in the data active = max fluorescein-equivalent concentration above about 10 nM; inconclusive = between about 1.1 nM and that limit
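Autofluorescence profiling; 100 mM Tris, pH 8.0; incubation 15 min at RT; ex/em 480/540 nm; result as fluorescein-equivalent concentration.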
Rhodamine autofl: rhodamine region autofluorescence | 0.05% of 59,000 active | Rhodamine-region fluorescence, 547/598 nm, Tris buffer; hits give high values | max dye-equivalent concentration, M | AID 594; in the data active = max dye-equivalent concentration above about 11 nM; inconclusive = between about 1.1 nM and that limit
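Intrinsic compound fluorescence, ex 547 / em 598 nm, CCD imager. Tris 100 mM pH 8.0; 15 min RT. Output = rhodamine dye-equivalent concentration at each compound concentration.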
HEK293 cAMP ctrl: counter-screen for TSHR agonists: cAMP increase in parental HEK293; parental HEK293 CNG cAMP sensor, membrane potential fluorescence; Potency, µM (highest dose often 57.1 µM), without a hit: top-dose activation, hits mostly activators; 2.5% of 73,000 active; AID 938; also: potency is read from the fitted curve at half-maximal effect; % of control where 0% means no effect; nearly all actives have a fitted effect of over 55% in size
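Parental HEK 293 cells stably expressing a cAMP-gated CNG channel were loaded with membrane potential dye containing 100 uM RO 20-1724 for 60 min. Compound added for 30 min; depolarization read as fluorescence intensity at 590 nm.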
4MU fluor: 4-MU region autofluorescence. compound autofluorescence, 340/450 nm, 4-MU equivalents; hits give high values. max dye-equivalent concentration, M. 11% of 59,000 active. AID 589; in the data active = max dye-equivalent concentration above about 10 nM; inconclusive = mostly about 1.1 nM to 9.6 nM
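Compounds in 100 mM Tris, pH 8.0, sat 15 min at room temperature before fluorescence was read at 340 nm excitation/450 nm emission; a per-plate six-point 4-MU standard curve converted signals to dye-equivalent concentration at each compound concentration.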
Starred values were filed as active, the others as inactive; i = inactive; ? = inconclusive; / = not tested or not shown; [ ] = remark or other dose. Unless noted, calls follow the shape of the dose curve; as a rule, active = well fitted curve in the direction sought with a large enough effect; inconclusive = small, poorly fitted or top-dose-only effect, or another doubt; inactive = no such curve, though single readings can be large; an effect the other way counts as inactive or inconclusive.

entry | canonical_smiles | USP2a inhib | Fluorescein autfl | TexasRed autofl | Rhodamine autofl | BRCT inh green | Casp7 inh | Caspase-1 inhib | HEK293 cAMP ctrl | 4MU fluor | A350 fluor | BRCT inh red
1 | CCOC(=O)CN1CC23C=CC(O2)C(C(=O)Nc2ccc4c(c2)OCO4)C3C1=O (stereo unspecified) | / | / | / | / | 0.5% | -1.2% | -4.0% | 2.7% | / | / | 0.0%
2 | CNc1nc(C)c(C(=O)OCc2ccccc2)s1 | 2.6% | i | i | i | 1.0% | 0.4% | -0.1% | 12.7% | i | i | 0.1%
3 | COC1(OC)C(=N/O)/C(=N\O)CCC1O (stereo unspecified) | -3.8% | i | i | i | 0.5% | 2.0% | 0.1% | 7.3% | i | i | 1.2%
4 | COc1c2c(nc3ccccc13)OC(C(C)(O)COC(C)=O)C2 (stereo unspecified) | 5.5% | / | / | / | 1.9% | -0.5% | -1.6% | -6.7% | / | / | -0.9%
5 | O=C(CSc1nc(-c2ccccc2)cc(=O)[nH]1)N1CCOCC1 | 1.3% | i | i | i | -1.2% | 0.3% | -2.9% | 0.1% | i | i | 0.7%
6 | N[C@@H](Cc1cc(I)c(Oc2ccc(O)c(I)c2)c(I)c1)C(=O)O | / | i | i | i | / | / | / | / | i | i | /
7 | O=C(CCSc1ccccc1)NC1CCCC1 | 0.9%[7.66 µM] | / | / | / | -1.8% | 0.1% | -3.7% | 14.3%[11.4 µM] | / | / | 0.2%
8 | Cc1cccc(OCC2=NS(=O)(=O)c3ccccc3N2)c1 | 39.5%[activator] | i | i | i | 0.8% | -1.2% | 0.8% | 7.0% | i | i | -0.9%
9 | CN1CCc2c(sc(NC(=O)c3ccc(S(=O)(=O)N4CCOCC4)cc3)c2C(N)=O)C1 | / | / | / | / | 18.2% | -24.2% | ? | ? | / | / | 0.3%
10 | CN(C1CCCCC1)S(=O)(=O)c1ccc(NC(=O)C2CCCCC2C(=O)O)cc1 (stereo unspecified) | -17.3% | ? | ? | i | -0.6% | -0.2% | -0.7% | 1.2% | i | i | -1.8%
11 | CCOc1ccccc1/C=c1\sc2nc(-c3ccco3)nn2c1=O | 42.5%[activator] | ? | i | i | -3.4% | -11.6% | -3.5% | 6.0% | ? | ? | -0.9%
12 | CC(=O)N1CCN(C(=S)c2ccc(N(C)C)cc2)CC1 | -6.4% | / | / | / | -2.1% | 0.3% | -2.4% | 14.9% | / | / | -0.2%
13 | COc1ccc(C)cc1-n1nnnc1SCC(=O)N1CCC(C(=O)Nc2nccs2)CC1 | 32.7%[activator] | i | i | i | -0.7% | -0.1% | 0.0% | 3.5% | i | i | 2.5%
14 | CC(=O)c1c(C)nc(C)nc1NC(=O)C(C)C | -2.1% | i | i | i | -0.1% | -2.4% | -0.3% | -2.5% | i | i | -1.3%
15 | COc1ccc(OC)c(NC(=O)CCN2CCC(C)CC2)c1 | / | i | i | i | -1.7% | 1.4% | -1.3% | 4.0% | i | i | -1.5%
16 | Cn1c(COc2ccc(Cl)cc2)nnc1SCC(=O)NC1CCCCC1 | 5.3% | i | i | i | 0.8% | 3.8% | -4.5% | -1.3% | i | ? | 1.6%
17 | O=c1cc(CN2CCN(c3ccc(F)cc3)CC2)nc2sccn12 | 1.4% | ? | i | i | -3.1% | -5.4% | -6.1% | -4.0% | ? | ? | 0.2%
18 | COc1cc(C(=O)NCCc2ccc3c(c2)OCCO3)ccc1OCC(=O)N1CCOCC1 | 5.4% | ? | i | i | -1.3% | -1.8% | -2.1% | 10.0% | i | i | -0.1%
19 | O=C(COc1cccc(C(F)(F)F)c1)Nc1ccc(S(=O)(=O)N2CCCC2)cc1 | 25.8% | i | i | i | 2.0% | -3.0% | -3.6% | -0.8% | i | i | -1.9%
20 | Fc1ccc2[nH]c3c(N4CCN(c5ccccc5)CC4)ncnc3c2c1 | 14.4% | i | i | i | -0.4% | -5.8% | -3.9% | 31.2% | i | i | -1.8%
21 | O=S(=O)(c1ccccc1)N1CCC2(CCCN(Cc3cc(C(F)(F)F)cc(C(F)(F)F)c3)C2)CC1 | 14.3% | i | i | i | -2.3% | 1.3% | -4.5% | 26.4% | i | i | -1.2%
22 | Cc1cccc(N2CCN(C(=O)c3cc4c(C)nc5ccccc5c4o3)CC2)c1C | / | / | / | / | -1.6% | -2.2% | 0.5% | ? | / | / | 1.9%
23 | CCc1c(C)nc2ncnn2c1N1CCC(C(=O)N2CCN(c3ccc(F)cc3)CC2)CC1 | 22.3% | i | ? | i | -1.5% | 0.8% | 3.5% | 25.9% | i | i | -0.7%
24 | CCc1ccc(N2CC(C(=O)NCc3ccc4c(c3)OCO4)CC2=O)cc1 (stereo unspecified) | 9.0% | i | i | i | -0.8% | -0.4% | -0.2% | 4.7% | i | ? | 0.3%
25 | COc1cccc(C(=O)N(CN2CCCC2=O)c2cccc(Cl)c2)c1 | -3.7% | ? | i | i | -0.8% | -0.6% | -0.4% | 3.4% | ? | i | 0.7%
26 | O=C(CN(C(=O)CNS(=O)(=O)c1ccccc1)C1CCCC1)NCc1ccco1 | 2.2% | ? | ? | i | -2.4% | 0.7% | -0.4% | -9.4% | i | i | 1.4%
27 | CC(C)c1nnc(NC(=O)CN2C(=O)c3ccccc3C2=O)s1 | / | / | / | / | -0.5% | 0.4% | -1.8% | -5.4% | / | / | -0.1%
28 | CCOC(=O)c1nc2nc(C)c(Cl)c(=O)n2[nH]1 | / | ? | i | i | / | / | / | / | i | i | /
29 | Cc1cc(C)c2nc(N3CCN(C)CC3)c(C#N)cc2c1 | 7.9% | i | i | i | -1.2% | -7.5% | -12.2% | 12.6µM* | 5.14e-08M* | 4.53e-08M* | -1.1%
30 | CC(C(=O)Nc1sccc1C(N)=O)N1C(=O)C2CC=CCC2C1=O (stereo unspecified) | 1.8% | ? | i | i | -1.1% | -0.4% | -1.7% | 4.8% | i | i | -3.1%
31 | O=C(c1ccccc1)N(Cc1ccc(F)cc1)C1CCS(=O)(=O)C1 (stereo unspecified) | 4.1% | i | i | i | -1.5% | -2.3% | -1.9% | 11.3% | 1.97e-08M* | 3.67e-08M* | 0.3%
32 | CN1[C@H](CC(=O)c2ccccc2)CCC[C@H]1C[C@@H](O)c1ccccc1 | / | i | i | i | -2.8% | 1.4% | 0.9% | 23.9% | i | i | 0.1%
33 | c1ccc(-c2cnc(-c3ccc(-c4ncc(-c5ccccc5)o4)cc3)o2)cc1 | / | i | i | i | 0.3%[15.4 µM] | -22.7%[11.5 µM] | ? | ? | 3.94e-08M* | 4.81e-08M* | 0.1%[15.4 µM]
34 | Cc1cc(CCC(=O)O)c(C)cc1CCC(=O)O | / | i | i | i | / | / | / | / | i | i | /
35 | COc1ccc(S(=O)(=O)NC(CC(=O)N2CCc3ccccc32)c2ccco2)cc1 (stereo unspecified) | 24.8% | i | i | i | 2.5% | -2.5% | -0.9% | 3.0% | i | i | -1.2%
36 | CC(=O)Nc1ccc(C2NC(=O)c3ccccc3O2)cc1 (stereo unspecified) | -11.8% | i | i | i | -0.7% | -12.4% | -1.0% | 7.4% | i | ? | 0.3%
37 | N/N=C1/c2ccccc2N[C@H]1OC(=O)Nc1ccccc1 | / | ? | i | i | -0.3%[15.4 µM] | 0.9%[11.5 µM] | -13.7%[11.5 µM] | -9.2%[11.4 µM] | i | i | 1.1%[15.4 µM]
38 | Cc1nc(C)c(-c2csc(NCc3ccccc3)n2)s1 | 1.1% | ? | i | i | -2.2% | 1.4%[0.00368 µM] | -1.5% | 18.9% | i | i | -1.7%
39 | Cc1c(C(=O)NCc2ccco2)sc2nc(-c3ccccc3)cn12 | / | / | / | / | 5.3% | -2.5% | -1.4% | -5.9% | / | / | -2.7%
40 | CCCc1ccc(Oc2c(-c3ccc(O)c(C)c3O)n[nH]c2C)cc1 | 15.8µM* | / | / | / | -0.8% | -4.1% | -4.0% | ? | / | / | -0.8%
41 | O=S(=O)(c1cccc(-c2cn3cc(Cl)ccc3n2)c1)N1CCOCC1 | 31.0%[activator] | i | ? | i | 0.2% | -0.8% | 1.1% | ? | i | ? | -1.4%
42 | Cc1ccc(-c2nc(CSCC(=O)N3CCN(C(=O)c4ccco4)CC3)c(C)o2)cc1 | / | / | / | / | 1.3% | 0.4% | 0.6% | 22.5% | / | / | -1.0%
43 | Cc1c(C(=O)O)c2cc(O)ccc2n1-c1ccccc1 | 2.8% | i | ? | i | -3.9% | 1.5% | -0.4% | 7.9% | i | i | 0.6%
44 | CS(=O)(=O)N(CCc1ccccc1)CC(=O)N1CCCCC1 | 3.0% | i | i | i | -1.1% | -0.1% | 0.2% | 7.8% | i | i | 0.0%
45 | CC1CC(=O)c2cnc(Nc3cccc(C(F)(F)F)c3)nc2C1 (stereo unspecified) | 16.7% | i | i | i | -1.5% | -0.1% | -2.6% | 9.2% | i | ? | 2.7%
46 | CCN1CCCC1Cn1cnc2c([nH]c3cccc(Cl)c32)c1=O (stereo unspecified) | 14.0% | i | i | i | -0.2% | -1.0% | -2.7% | 10.3% | i | i | -0.6%
47 | CC/C(=C1/C(=O)CC(C)(C)C(C(=O)OC)C1=O)N1CCCC1 (stereo unspecified) | -0.1% | ? | i | i | 0.6% | -1.5% | -1.5% | 0.1% | i | i | 0.4%
48 | COc1cccc2oc(-c3ccc(O)cc3)cc(=O)c12 | / | i | i | i | 0.0% | -6.6% | -6.2% | 0.8% | ? | ? | 1.6%

Compound activity from PubChem.

The list is partial; the hit share may differ from the screen's.
